Bioassay records from PubChem.
ELG1 repair inh: qHTS screen for small molecules that inhibit ELG1-dependent DNA repair in human embryonic kidney (HEK293T) cells expressing luciferase-tagged ELG1. HEK293T ELG1-luciferase reporter, luminescence, 16 h; DNA damage induced by 5-fluorouridine. Potency, µM (titrated, usually from 46.1 µM), for inactives: at the top dose activity change, negative = inhibition, actives largely listed as inhibitors. hit rate 2.3% among 330,000; further: potency means the concentration at half of the fitted maximal effect; on the % scale 0 is the no-effect control and ±100 the full control effect; nearly all actives have a fitted effect of over 55% in size
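Step one: seed 2,000 cells per well. Step two: pin-transfer compound or DMSO alongside 5-fluorouridine. Step three: incubate 16 hr, 37 °C, 5% CO2. Step four: add ONE-Glo, wait 30 min, read luminescence.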
NPC1 prom act: qHTS Assay for NPC1 Promoter Activators; Huh7 NPC1 promoter luciferase reporter, 24 h; Potency, µM (highest dose often 9.22 µM), inactives show at the highest dose activation, hits mostly activators; hit rate 2.4% among 320,000; AID 485313, 2010;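 further: potency means the concentration at half of the fitted maximal effect; % of control where 0% means no effect; nearly all actives have a fitted effect of over 60% in size; reporter is driven by a mutant NPC1 promoter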
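NPC1 promoter–luciferase Huh7 cells; 24 h compound; luminescence.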
Gal4-VP16 FLuc: VP16 counterscreen qHTS for inhibitors of ROR gamma transcriptional activity. Potency, µM (titrated, usually from 53.6 µM), for the others: at the top dose activity, negative = inhibition, actives largely listed as inhibitors. Drosophila S2 Gal4-VP16 UAS-luciferase, luminescence, 20 h. hit rate 3.5% among 310,000. AID 2546, 2010;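 further: Gal4-VP16 expression switched on by copper sulfate through the metallothionein promoter; potency means the concentration at half of the fitted maximal effect; on the % scale 0 is the no-effect control and ±100 the full control effect; nearly all actives have a fitted effect of over 50% in size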
p53 reactivation: qHTS assay for re-activators of p53 using a Luc reporter | H1299 p53-A138V BP100-luciferase reporter, luminescence, 24 h | Potency, µM (doses to about 92.2 µM), inactives show at the highest dose activity change, positive = activation, hits mostly activators | hit rate 0.063% among 320,000; further: potency means the concentration at half of the fitted maximal effect; % of control where 0% means no effect; nearly all actives have a fitted effect of over 45% in size
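H1299 (p53-null), stable ts p53-A138V + BP100-Luc; 1000 cells/well, Opti-MEM/10% FBS; cpd 4 pt, 1:5; 24 h, 37 deg C, 5% CO2; detection reagent 10 min RT; luminescence.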
FLuc modulator: qHTS profiling assay for firefly luciferase inhibitor/activator using purifed enzyme and Km concentrations of substrates (counterscreen for miR-21 project). Luciferin 4-monooxygenase (Photinus pyralis), P08659. purified FLuc, Km substrates, luminescence inhibition. Potency, µM (top dose mostly 57.5 µM), without a hit: top-dose activity change, negative = inhibition, usual class: inhibitors. hit rate 6.9% among 360,000;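 further: potency means the concentration at half of the fitted maximal effect; plate controls were vehicle for no effect and reference inhibitor for full effect; nearly all actives have a fitted effect of over 55% in size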
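Biochemical qHTS of compounds, final roughly 60 µM downward over six points, against 10 nM purified firefly luciferase using Km concentrations of substrates (10 uM D-luciferin, 10 uM ATP) in Tris acetate pH 7.5 buffer; luminescence output.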
Tb PFK block: qHTS Assay to Find Inhibitors of T. brucei phosphofructokinase; ATP-dependent 6-phosphofructokinase (Trypanosoma brucei brucei), O15648; T. brucei PFK, ADP-Glo luminescence; Potency, µM (doses to about 57.5 µM), for inactives: top-dose activity, negative = inhibition, actives largely listed as inhibitors; hit rate 0.17% among 330,000;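 further: potency means the concentration at half of the fitted maximal effect; 0% = uninhibited 1x PFK enzyme wells and -100% = no-enzyme wells; nearly all actives have a fitted effect of over 60% in size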
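ADP-Glo luminescence quantified ADP after 45 min at room temperature, with 1.25 nM T. brucei PFK, 0.1 mM ATP and 0.5 mM fructose-6-phosphate in pH 8.0 TEA buffer. qHTS titrations up to 57 µM; curves classified by quality.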
ELG1 genotox: qHTS screen for small molecules that induce genotoxicity in human embryonic kidney (HEK293T) cells expressing luciferase-tagged ELG1; HEK293T ELG1-luciferase reporter, luminescence, 16 h; Potency, µM (titrated, usually from 46 µM), for the others: at the top dose activity change, positive = activation, most hits filed as activators; AID 504466, 2011; hit rate 1.3% among 330,000; further: potency means the concentration at half of the fitted maximal effect; % of control where 0% means no effect; nearly all actives have a fitted effect of over 60% in size
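Cells (2,000/well) expressing the ELG1-luciferase fusion are dosed by pin tool and kept 16 hr at 37 °C, 5% CO2. Signal comes from ONE-Glo luciferase reagent after 30 min at room temperature.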
TRPV1 agonist: HTS Assay for Compounds that Act as Agonists of the Vanilloid Receptor 1; Transient receptor potential cation channel subfamily V member 1 (Homo sapiens), Q8NER1; TRPV1-expressing cells, Fluo-8 calcium influx, agonist mode; activation, % at 8.33 µM; hit rate 0.19% among 320,000; AID 540275, 2011; in the data active means activation above about 80%; inconclusive means between about 30% and that limit; further: 0% is about no effect
Target sequence (Q8NER1 whole entry, looked up): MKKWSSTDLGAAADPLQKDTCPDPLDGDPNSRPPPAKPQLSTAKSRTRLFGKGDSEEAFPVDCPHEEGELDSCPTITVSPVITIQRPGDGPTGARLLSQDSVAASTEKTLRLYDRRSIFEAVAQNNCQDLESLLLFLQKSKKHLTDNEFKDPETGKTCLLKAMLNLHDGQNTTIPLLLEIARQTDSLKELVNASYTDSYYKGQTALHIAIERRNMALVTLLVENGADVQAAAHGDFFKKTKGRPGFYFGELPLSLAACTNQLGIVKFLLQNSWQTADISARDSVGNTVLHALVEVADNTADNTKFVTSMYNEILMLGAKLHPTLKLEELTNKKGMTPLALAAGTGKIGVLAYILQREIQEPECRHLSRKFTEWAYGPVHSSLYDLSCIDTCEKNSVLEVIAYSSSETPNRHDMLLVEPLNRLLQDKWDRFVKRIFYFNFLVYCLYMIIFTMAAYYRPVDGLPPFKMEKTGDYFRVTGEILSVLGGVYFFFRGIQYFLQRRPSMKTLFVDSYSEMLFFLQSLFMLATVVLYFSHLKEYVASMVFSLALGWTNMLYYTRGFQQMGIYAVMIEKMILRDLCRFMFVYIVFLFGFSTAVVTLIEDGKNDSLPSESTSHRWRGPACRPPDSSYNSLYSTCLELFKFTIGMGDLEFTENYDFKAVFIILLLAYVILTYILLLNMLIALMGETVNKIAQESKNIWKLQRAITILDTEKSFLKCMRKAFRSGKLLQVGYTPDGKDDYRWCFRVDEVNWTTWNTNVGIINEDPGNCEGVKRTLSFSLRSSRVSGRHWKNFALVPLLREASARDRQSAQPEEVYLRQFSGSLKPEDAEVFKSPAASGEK
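TRPV1-expressing cells were cultured overnight at 35.5C and loaded with Fluo-8 calcium dye for 40 to 90 min at room temperature. After a 10 s baseline, compound was added and calcium influx was read kinetically for 3 min (ex 480/em 520 nm).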
BRCA1 expr act: qHTS Assay to Identify Small Molecule Activators of BRCA1 Expression | MCF7-BRCA1-FFLuc reporter, luminescence, 48 h; response scale: scaled: vehicle 0%, 10 µM genistein 100% | Potency, µM (doses to about 46.1 µM), without a hit: top-dose activation, most hits filed as activators | hit rate 1.1% among 380,000; further: potency means the concentration at half of the fitted maximal effect; nearly all actives have a fitted effect of over 80% in size; some results filed as inactive show a strong effect at the top dose
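MCF7-BRCA1-FFLuc cells, 2000/well in phenol-red-free MEM, attached 2 h then treated 48 h at 37 C. Luciferase luminescence read 15 min after reagent; normalized to genistein maximum activation (10microM) and DMSO, concentration-response fitted.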
RORg inh: qHTS for inhibitors of ROR gamma transcriptional activity; Nuclear receptor ROR-gamma (Mus musculus), P51450; hit rate 5.4% among 310,000; Drosophila S2 Gal4-RORgamma UAS-luciferase reporter, 20 h; AID 2551, 2010; Potency, µM (doses to about 53.6 µM), inactives show top-dose activity change, negative = inhibition, hits mostly inhibitors; further: potency means the concentration at half of the fitted maximal effect; on the % scale 0 is the no-effect control and ±100 the full control effect; nearly all actives have a fitted effect of over 60% in size
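Luminescence from a UAS-regulated Photinus luciferase reporter in stably transfected Drosophila Schneider cells is measured; decreased signal marks ROR gamma inhibition. Fusion expression is induced by 700 uM copper sulfate for 20 hr.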
Rab9 promoter act: qHTS Assay for Rab9 Promoter Activators; Potency, µM (series often up to 9.22 µM), without a hit: top-dose activation, negative = inhibition, hits mostly activators; hit rate 2.8% among 320,000; Huh7 Rab9 promoter-luciferase reporter, luminescence, 24 h; further: potency means the concentration at half of the fitted maximal effect; % of control where 0% means no effect; nearly all actives have a fitted effect of over 60% in size
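Rab9 promoter-driven luciferase in stably transfected Huh7 cells; 1500 cells/well rested 2 h, exposed to compound in DMSO for 24 h at 37 °C, 5% CO2. Luminescence read 10 min after adding luciferase reagent at ambient temperature.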
An asterisk follows results filed as active; ? = inconclusive; · = not tested or not shown; & = joins results of further samples; [ ] = another dose, or the depositor's remark. Unless noted, the call rests on the fitted dose curve; in most records, active means well fitted curve in the direction sought with a large enough effect; inconclusive means small, poorly fitted or top-dose-only effect, or another doubt; inactive means no such curve, though single readings can be large; an effect the other way counts as inactive or inconclusive.

Structure,ELG1 genotox,Tb PFK block,ELG1 repair inh,p53 reactivation,RORg inh,Rab9 promoter act,BRCA1 expr act,TRPV1 agonist,NPC1 prom act,Gal4-VP16 FLuc,FLuc modulator
COc1ccc(C(=O)NC(=S)Nc2cccc(S(=O)(=O)N3CCOCC3)c2)cc1,-13.2%,-3.4%,?,-2.0%,22.4µM*,-16.8%,-34.6%,-1.3,-33.0%[inhibitor],-8.5%,?
O=C(O)C1Oc2cc3ccccc3cc2O1,-3.1%,3.9%,1.0%,-3.0%,19.3%,-0.2%,-9.4%,2.9,1.9%,-2.0%,-6.6%
O=C(CNC(=O)c1ccc(Br)cc1)c1ccc(Br)cc1,1.6%,0.5%,6.2%,4.6%,39.9%,8.3%,40.1%,3.3,-1.9%,-0.3%,2.9%
CC(=O)N1N=C(c2ccc3ccccc3c2)OC12CCCC2,-6.4%,0.0%,-13.3%,0.7%,18.4%,-0.3%,-23.1%,21.3,-1.0%,-1.0%,-15.9%
COc1ccc(NCc2cccnc2)cc1,-1.5%,-2.1%,4.6%,11.6%,0.9%,-3.2%,19.5%,1.9,-2.3%,-9.8%,-18.7%
N#CC1=C(SCC(=O)NC2CC2)NC(=O)C(C#N)C12CCCCC2 (configuration not stated),0.1%,-4.6%,-2.5%,-2.1%,-3.5%,-0.3%,-22.3%,2.7,-2.5%,-4.0%,-1.0%
CN(C(=O)CSc1nnc(Cc2ccccc2F)n1N)C1CCS(=O)(=O)C1 (configuration not stated),5.0%,-0.3%,17.8%,-4.0%,-3.3%,3.4%,-2.1%,-1.9,-1.3%,0.5%,3.5%
Cc1nc2sccn2c(=O)c1S(=O)(=O)N1CCN(c2cccc(Cl)c2)CC1,-3.3%,-0.5%,-12.3%,9.7%,40.5%,3.4%,2.7%,8.0,-5.0%,-0.5%,5.9%
CCOc1ccc(CCNC(=O)COC(=O)c2cccnc2SC)cc1OCC,0.8%,2.9%,-3.9%,2.7%,·,-3.4%,-3.5%,-1.6,-0.1%,·,-0.6%
COc1ccc(NC(C)=O)cc1NC(=O)CSc1nnc(-c2ccccc2)n1N,·,·,·,·,12.5%,·,-15.2%,-2.3,·,-8.2%,0.7%
COc1ccc(NC(=O)C(c2cc3c(cc2[N+](=O)[O-])OCO3)N(C)c2ccccc2)cc1 (configuration not stated),-1.5%,-0.1%,-10.0%,-1.8%,19.0%,-1.7%,-9.0%,-8.8,-0.6%,15.5%,5.3%
CCCCn1c(=O)[nH]c2nc3cc(NC(C)=O)ccc3nc2c1=O,?,-10.5%,?,0.9%,0.6%,-0.2%,8.3%,1.4,-1.3%,-0.3%,-2.7%
CC(C)C[C@H](NC(=O)c1[nH]cnc1C(=O)N[C@@H](C)C(=O)OCc1ccccc1)C(=O)OC(C)(C)C,-1.9%,0.5%,19.0%,·,7.08µM*,-5.6%,-10.4%,?,-3.0%,15.8µM*,8.9%
O=C1c2ccc(Oc3cccc([N+](=O)[O-])c3)cc2C(=O)N1c1ccccn1,1.2%,27.1%,-12.8%,-1.4%,-3.3%,4.7%,-2.2%,-2.0,-3.4%,-8.6%,-17.9%
COc1ccccc1-c1sc2cc3c(cc2c1C#Cc1ccccn1)OCO3,-0.2%,-2.3%,?,?,·,3.3%,0.0%,?,11.5%,·,?
COc1cccc(CNc2ncnc3ccc(-c4c(C)noc4C)cc23)c1,?,1.3%&3.9%,24.1%,-8.0%,?,-2.4%&-11.7%,-58.2%,-1.0,-4.9%&-4.1%,?,2.6%&0.7%
COc1ccc(-c2c[n+]3c4n2CCCCC4=C(c2ccc(Br)cc2)C3)cc1,-12.2%,-0.1%,?,1.8%,11.7%,-13.2%,-96.3%[inhibitor],0.9,-1.9%,-26.8%,-3.6%
CCn1nc(C)c(CN2CCN(Cc3cccc(OC)c3)C(CCO)C2)c1C (configuration not stated),0.2%,-7.7%,-12.4%,-0.7%,-1.9%,-7.9%,-3.3%,1.6,0.3%,5.7%,1.4%
Nc1nc(SCC(=O)NC2CCCCC2)[nH]c(=O)c1-c1ccccc1,1.7%,-1.4%,?,-1.2%,-12.4%,1.7%,7.8%,0.2,-0.8%,4.7%,1.8%
COc1ccc(-n2nc3c(N4CCC(C(=O)N5CCC(C)CC5)CC4)nnc(C)c3c2C)cc1,-8.0%,1.7%,?,-0.6%,30.4%,-8.8%,-33.8%,25.2,-0.3%,-1.3%,2.8%&-1.9%
O=c1c2ccccc2nnn1CSc1nnc(Nc2ccccc2)s1,17.6%,5.8%,16.6%,?,-43.0%,5.5%,4.1%,-0.1,10.8%,8.7%,-0.6%
COc1ccc(C2=NN(C(=O)c3cccc([N+](=O)[O-])c3)C(c3cccc([N+](=O)[O-])c3)C2)cc1 (configuration not stated),10.3%,-3.6%,14.1%,-6.8%,27.8%,-6.7%,-22.5%,-3.0,0.7%,-1.4%,-1.5%
Cc1onc(-c2ccccc2Cl)c1C(O)c1ccc(F)cc1 (configuration not stated),-8.0%,1.6%,-3.3%,-5.4%,27.1%,-5.2%,-16.0%,4.9,1.8%,-2.6%,-0.2%
CC(=O)Oc1ccc(-c2csnn2)cc1,-0.1%,-0.8%,0.5%,-9.5%,1.6%,-7.7%,7.4%,-5.1,-4.4%,-6.0%,-15.3%
Cn1c(C(C#N)C(=O)Cc2cccc3ccccc23)nc2ccccc21 (configuration not stated),-8.8%,-4.1%,-6.5%,-0.1%,0.794µM*,-6.1%,-7.0%,1.4,-5.1%,?,-0.5%
O=C(Nc1ccc(F)cc1)Nc1sccc1-c1nc2ccccc2s1,6.6%,2.8%,-1.9%,-1.0%,?,1.8%,-37.7%,0.2,0.2%,?,-20.5%
Cc1cc(C)cc(C(=O)Nc2ccc(NC(=O)Cc3ccccc3)cc2)c1,?,-2.1%,?,-0.3%,0.9%,0.4%,-4.6%,2.1,-1.3%,2.6%,-1.1%
O=C1NN(c2cccc(Br)c2)C(=O)/C1=C/c1cccs1,-0.7%,5.4%,-9.7%,-3.1%,0.1%,4.9%,7.8%,6.9,-1.5%,9.1%,9.53µM*
CCCCCNCc1ccc(OCc2ccc(Cl)nc2)c(OC)c1,-5.6%,1.1%,9.0%,-3.3%,0.2%,1.0%,-4.6%,-1.4,-0.8%,-11.7%,-1.0%
COC(=O)c1ccc(CNC(=O)COC(=O)c2cccs2)cc1,4.1%,-3.5%,?,8.4%,·,·,3.5%,·,·,·,·
CN1CCN(c2ncccc2S(=O)(=O)N2CCCCC2)CC1,3.0%,0.4%,12.5%,-7.6%,3.2%,-4.1%,-22.6%,-0.2,-0.3%,-7.4%,1.7%
CS(=O)(=O)N1CCN=C1SCc1ccc(F)cc1,6.2%,-1.5%,?,-3.1%,-15.0%,2.6%,12.8%,1.9,-14.1%,-5.6%,0.6%
CCOc1cc(CNc2cccc3ccccc23)cc(Br)c1OCC(=O)NC(C)(C)C,-4.8%,0.7%,-16.9%,6.9%,?,-5.4%,-33.7%,-1.8,-1.6%,13.7%,0.0%
CC(C)(C)n1nc2c(c1NC(=O)c1c(F)cccc1F)CS(=O)(=O)C2,-5.6%,-0.4%,4.0%,5.4%,-9.3%,-3.4%,2.0%,-0.4,-0.5%,2.4%,1.1%
N/C(COc1cccc(Cl)c1)=N\NS(=O)(=O)c1ccccc1,-0.2%,-5.3%,17.0%,1.2%,?,-3.0%,25.3%,1.1,1.6%,?,-0.3%
